Source: PubChem BioAssay (National Center for Advancing Translational Sciences (NCATS))
D3 antag: blocks the human D3 dopamine receptor; D3R cells, DiscoveRx beta-arrestin luminescence, antagonist mode; hits give low values; max response, negative = inhibition, %; actives 2.5% (n = 360,000); in the data active means max response below about -50%; inconclusive means no clear call, values can overlap the other calls; further: on the % scale 0 is the no-effect control and ±100 the full control effect; mostly tested at two doses, the higher about 12 µM
Target sequence (P35462 whole entry, looked up): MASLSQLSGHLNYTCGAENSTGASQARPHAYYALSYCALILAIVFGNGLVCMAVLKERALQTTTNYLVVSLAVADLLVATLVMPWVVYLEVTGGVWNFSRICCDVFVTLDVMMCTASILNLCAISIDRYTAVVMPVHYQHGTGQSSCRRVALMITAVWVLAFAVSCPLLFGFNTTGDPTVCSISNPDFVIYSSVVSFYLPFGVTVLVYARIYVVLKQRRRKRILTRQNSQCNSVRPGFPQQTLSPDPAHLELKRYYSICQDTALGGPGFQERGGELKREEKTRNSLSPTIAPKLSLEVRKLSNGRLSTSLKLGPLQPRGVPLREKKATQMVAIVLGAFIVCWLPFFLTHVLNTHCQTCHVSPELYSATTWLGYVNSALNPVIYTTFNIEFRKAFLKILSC
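Cells expressing the human receptor were seeded at 1500 cells/well, incubated overnight at 37 degrees C in 5% CO2, then exposed to library compounds with dopamine controls for 90 minutes at 37 degrees C before luminescent detection.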
GLP1R inv ag: inverse agonists of human GLP-1 receptor; HEK293 GLP-1R CRE-luciferase, luminescence, 24 h; GLP-1R form is constitutively active; P43220; Potency, µM (series often up to 38.3 µM), for the others: at the highest dose activity change, negative = inhibition, most hits filed as inhibitors; actives 1.6% (n = 410,000); further: potency means the concentration at half of the fitted maximal effect; on the % scale 0 is the no-effect control and ±100 the full control effect; nearly all actives have a fitted effect of over 55% in size
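GLP-1R inverse agonism mode: basal reporter luminescence in engineered HEK293 cells measured after one day of compound exposure at 37 deg C, with a 12 min room-temperature detection step.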
GLP-1R agonist: agonists of human GLP-1 receptor. AID 624172. Potency, µM (doses to about 45.6 µM), without a hit: top-dose activation, hits mostly activators. HEK293 GLP-1R CRE-luciferase, luminescence, 4-6 h; cells express a hypersensitive GLP-1R form. actives 0.007% (n = 380,000). P43220; further: potency means the concentration at half of the fitted maximal effect; % of control where 0% means no effect
PTHR1 ag: PTHR1 (human) receptor agonism | Q03431 | HEK293 GP2 PTHR1 cells, GloSensor cAMP luminescence, 1 h | Potency, µM (titrated, usually from 115 µM), for the others: top-dose activation, hits mostly activators | actives 0.075% (n = 410,000) | AID 743266; further: potency means the concentration at half of the fitted maximal effect; nearly all actives have a fitted effect of over 55% in size; some results filed as inactive show a strong effect at the top dose; inactives centre near -15; many of its hits are not listed in these tables
Target sequence (Q03431 whole entry, looked up): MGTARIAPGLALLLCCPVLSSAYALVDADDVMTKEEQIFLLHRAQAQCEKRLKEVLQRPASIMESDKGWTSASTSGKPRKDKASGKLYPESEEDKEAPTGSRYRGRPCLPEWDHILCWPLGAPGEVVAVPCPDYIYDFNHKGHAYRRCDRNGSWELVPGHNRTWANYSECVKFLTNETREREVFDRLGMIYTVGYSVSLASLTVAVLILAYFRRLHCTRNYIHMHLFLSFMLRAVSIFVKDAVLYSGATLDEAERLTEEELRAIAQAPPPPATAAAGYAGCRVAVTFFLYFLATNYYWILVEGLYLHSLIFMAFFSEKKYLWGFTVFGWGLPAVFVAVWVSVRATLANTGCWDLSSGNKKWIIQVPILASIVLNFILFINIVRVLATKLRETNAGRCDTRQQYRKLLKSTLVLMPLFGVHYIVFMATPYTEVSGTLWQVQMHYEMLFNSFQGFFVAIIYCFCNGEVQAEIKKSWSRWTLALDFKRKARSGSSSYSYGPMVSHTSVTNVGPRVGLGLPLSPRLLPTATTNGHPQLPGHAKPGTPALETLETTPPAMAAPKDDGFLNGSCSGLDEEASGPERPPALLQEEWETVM
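HEK-293-derived GP2 cells expressing PTHR1 and a GloSensor cAMP reporter, 3,000/well, plated overnight, given luciferin plus IBMX (each 0.5 mM as added) for 1 h at 37 °C, then compound for 1 h at 37 °C. Luminescence was read after 15 min at room temperature.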
aSyn yeast inh: rescues yeast growth from alpha-synuclein toxicity | AID 652106 | actives 0.14% (n = 370,000) | Potency, µM (highest dose often 46.1 µM), inactives show at the top dose growth rescue (activation), usual class: activators | Yeast expressing alpha-synuclein, growth rescue, BacTiter-Glo, 24 h; further: potency means the concentration at half of the fitted maximal effect; % of control where 0% means no effect; nearly all actives have a fitted effect of over 65% in size
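Rescue of yeast growth: cells expressing toxic alpha-synuclein, induced in galactose at OD600 0.02, incubated with compound 24 h at 30 C. ATP luminescence quantified growth; inhibitors of toxicity appear as activators.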
FUS yeast rescue: rescues growth of FUS-expressing yeast; S. cerevisiae FUS-expressing, growth rescue, OD600, 24 h; Potency, µM (titrated, usually from 76.6 µM), for the others: top-dose growth rescue (activation), usual class: activators; actives 0.24% (n = 390,000);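 further: potency means the concentration at half of the fitted maximal effect; plate controls were DMSO vehicle for no effect and reference control for full effect; nearly all actives have a fitted effect of over 55% in size; some results filed as inactive show a strong effect at the top dose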
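FUS-expressing yeast, raffinose-pregrown, induced in 2% galactose minimal medium at OD 0.005; compounds in a dilution series, 24hr at 30C. Growth restoration read as absorbance at 600 nm. CP55940 positive control, DMSO negative.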
Akt phos inh: blocks phosphorylation of Akt; Neuro2A IGF-stimulated pAkt S473 HTRF, 20 min; hits give low values; activity change, % for hits at 50 µM; actives 0.32% (n = 360,000); AID 651550; in the data active means activity change below about -80%; inconclusive means mostly about -51% to -80%; further: on the % scale 0 is the no-effect control and ±100 the full control effect
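Single-point screen (50 µM final compound) in Neuro2A cells stimulated 20 min with 6 nM IGF at 37 deg C. After lysis, Ser473-phosphorylated Akt read by HTRF (ex 330 nm, em 615/665 nm) as the 665/615 ratio.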
TDP43 rescue: TDP-43 toxicity inhibition in yeast; TDP-43 expressing yeast growth rescue, BacTiter-Glo, 24 h; Potency, µM (doses to about 46.1 µM), for the others: top-dose growth rescue (activation), hits mostly activators; actives 1.8% (n = 410,000); further: potency means the concentration at half of the fitted maximal effect; % of control where 0% means no effect; nearly all actives have a fitted effect of over 50% in size
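Yeast cells expressing TDP-43 under galactose induction are exposed to compounds for 24 hr at 30 deg C. BacTiter-Glo luminescence measures growth, so protective compounds score as activators.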
Abeta rescue: restores growth of yeast expressing A-beta42 peptide; yeast expressing A-beta42, growth rescue, OD600, 48 h; response scale: 0% DMSO, 100% iron-clioquinol control; Potency, µM (highest dose often 46.1 µM), inactives show at the top dose growth rescue, usual class: activators; actives 0.063% (n = 410,000); AID 1347071; further: potency means the concentration at half of the fitted maximal effect; nearly all actives have a fitted effect of over 55% in size
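Yeast A-beta toxicity model in growth medium with pinned compounds, 48 h at 30 C; growth read as absorbance at 600 nm. Normalized to FeCl3/clioquinol equimolar mix (positive) and DMSO (negative).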
Starred values were filed as active, the others as inactive; i = inactive; ? = inconclusive; · = not tested or not shown; [ ] = dose if it differs, or a comment. Unless noted, the call rests on the fitted dose curve; in most records, active means well fitted curve in the direction sought with a large enough effect; inconclusive means small, poorly fitted or top-dose-only effect, or another doubt; inactive means no such curve, though single readings can be large; an effect the other way counts as inactive or inconclusive. Not all compounds are listed, so the mix of outcomes need not match the whole.

SMILES	D3 antag	GLP1R inv ag	GLP-1R agonist	PTHR1 ag	aSyn yeast inh	FUS yeast rescue	Akt phos inh	TDP43 rescue	Abeta rescue
CCCCN1C(=N)N([C@@H](CCC)CN2CCC[C@H]2CN2C(N)=NC[C@@H]2Cc2ccccc2)C[C@H]1Cc1ccccc1	-79*	10%	2%	-18%	-3%	-14%	i	-23%	0%
O=C(O)CSCC(=O)Nc1ccccc1SCCS(=O)(=O)c1ccc(Cl)cc1	-23	18%	4%	-9%	-1%	-1%	i	1%	-14%
CC(/C=C/c1ccco1)=N\NC(=O)CNc1cccc(C)c1	5	5%	5%	-21%	0%	-21%	i	3%	4%
COc1cc2[nH]c(=S)nc(NCc3cccnc3)c2cc1OC	11	28%	-4%	i	-5%	13%	i	1%	1%
COc1ccc(C(=O)C(=O)N2CCN(c3ccc(C)cc3)CC2)cc1OC	3	13%	·	-29%	1%	11%	i	22%	-4%
Cn1c(=O)n(C)c2cc(NC(=O)c3cc4ccccc4o3)ccc21	-22	32%[activator]	4%	-3%[57.5 µM]	-7%	10%	i	21%	14%
COc1ccc(NC(=O)c2ccco2)cc1NC(=O)c1cccnc1	16	3%	4%	i	3%	2%	i	-19%	7%
O=C(COc1ccccc1)N[C@@H]1c2ccccc2CC[C@@H]1O	-8	-5%	6%	3%	-2%	-15%	i	1%	-6%
O=C(Nc1ccc(Cl)c(S(=O)(=O)N2CCOCC2)c1)c1ccccn1	2	10%	21%	i	-6%	27%	i	-10%[0.397 µM]	-4%
O=C(N[C@H]1CCC(=O)N(CCSc2ccc(Br)cc2)CC1)OCc1ccccc1	-5	?	9%	-15%	?	41%	i	?	7%
C=CCN(c1cccc(C(F)(F)F)c1)S(=O)(=O)c1cccc(C(=O)OCC(=O)NC)c1	4	-6%	7%	i	9%	15%	i	-8%[9.22 µM]	7%
Fc1ccc(-c2ccc(Nc3cccc(F)c3)nn2)cc1	16	14%	0%	-32%[inhibitor]	-7%	-17%	i	0%	8%
COC(=O)[C@@]1(Sc2ccc(C)cc2)CC(=O)N(c2ccccc2)[C@@H]1c1ccccc1	76	?	-8%	-48%[inhibitor]	11%	?	i	6%	9%
Cc1cc2occ(CC(=O)N(C)CC(=O)Nc3cccc(F)c3)c2cc1C	12	?	-14%	-10%	7%	·	i	?	-4%
N#Cc1c2n(c(=S)n(-c3ccc(F)cc3)c1=O)CCCCC2	-28	-6%	1%	10%	-4%	19%	i	0%	0%

Profiles from above. Values in the order: D3 antag	GLP1R inv ag	GLP-1R agonist	PTHR1 ag	aSyn yeast inh	FUS yeast rescue	Akt phos inh	TDP43 rescue	Abeta rescue
Record of COc1cc2[nH]c(=S)nc(NCc3cccnc3)c2cc1OC = 11	28%	-4%	i	-5%	13%	i	1%	1%
Record of COC(=O)[C@@]1(Sc2ccc(C)cc2)CC(=O)N(c2ccccc2)[C@@H]1c1ccccc1 = 76	?	-8%	-48%[inhibitor]	11%	?	i	6%	9%
Record of O=C(O)CSCC(=O)Nc1ccccc1SCCS(=O)(=O)c1ccc(Cl)cc1 = -23	18%	4%	-9%	-1%	-1%	i	1%	-14%
Record of COc1ccc(C(=O)C(=O)N2CCN(c3ccc(C)cc3)CC2)cc1OC = 3	13%	·	-29%	1%	11%	i	22%	-4%

Additional structures:
SMILES	D3 antag	GLP1R inv ag	GLP-1R agonist	PTHR1 ag	aSyn yeast inh	FUS yeast rescue	Akt phos inh	TDP43 rescue	Abeta rescue
NC(=O)COc1ncn(-c2ccccc2)n1	-7	4%	1%	-6%[57.5 µM]	-1%	2%	i	10%	18%
Cc1ccc(-c2nc(CCN3C(=O)c4ccccc4C3=O)cs2)cc1	27	-14%	0%	-18%[57.5 µM]	15%	15%	i	?	-20%
CC(=O)Nc1ccc(NC(=O)CSc2nnc(-c3ccc(NS(C)(=O)=O)cc3)n2C)cc1C	-6	11%	2%	-14%	1%	-20%	i	1%	4%
COCCN(C(=O)COC(=O)/C=C/c1ccc(C)o1)c1c(N)n(Cc2ccccc2)c(=O)[nH]c1=O	16	-5%	1%	-19%	1%	?	i	0%	0%
CC(C)N(Cc1nc(-c2ccc(Cl)cc2)no1)C(=O)c1cccs1	17	?	7%	-30%[inhibitor]	2%	30%	i	?	5%
CSc1nc(C)cc(SCCO)n1	-10	6%	18%	?	?	23%	·	-12%	11%
O=C1c2ccccc2S(=O)(=O)N1Cc1cccc(S(=O)(=O)N2CCOCC2)c1	22	3%	3%	-13%[57.5 µM]	5%	1%	i	12%	1%
COc1ccc(CN2CCc3nc(SCC(=O)Nc4cc(C)cc(C)c4)[nH]c(=O)c3C2)cc1	·	12%	·	-46%[inhibitor]	·	4%	·	-6%	0%
O=C(NC(=S)Nc1nc2c(s1)CCCC2)c1ccccc1	-15	?	13%	-5%	-1%	·	i	17%	-4%
CC(=O)Oc1ccc(/C=C2\N=C(C3CCCCC3)OC2=O)cc1	-13	13%[7.66 µM]	-3%	-12%	11%	18%	i	15%	-1%
Cc1cc(C(=O)N/N=C/c2cc(Cl)cc([N+](=O)[O-])c2O)c2ccccc2n1	-66*	?	-3%	-14%	16%	23%	i	14%	-37%[inhibitor]
CC(C)C[C@H]1CN=C(Nc2ccccc2)N1CCCC1CCCCC1	-17	?	24%	-12%	7%	9%	i	0%	10%
CCN(c1cccc(C)c1)S(=O)(=O)c1ccc2[nH]cc(C(=O)NCCCOC)c(=O)c2c1	·	-15%	0%	-12%	·	1%	·	23%	-10%
Cc1cc(C)cc(Nc2nc3c(S(=O)(=O)c4cccc(Cl)c4)nnn3c3ccsc23)c1	·	5%	·	i	·	-7%	·	0%	13%
O=C(/C=N/O)Nc1ccccc1C(=O)O	20	-5%	1%	i	0%	11%	i	10%	-2%
O=C(/C=C/c1ccccc1)N1CCCN(C(=O)/C=C/c2ccccc2)CC1	-23	5%	5%	-13%[57.5 µM]	7%	15%	i	0%	20%
Cc1cccc(C(=O)N[C@H](C(=O)OCC(=O)NC(=O)c2cccn2C)C(C)C)c1	-16	-14%	2%	8%	-3%	?	i	-21%	4%
N#Cc1c(-c2ccc(Cl)cc2)nc2n(c1=O)CCCS2	-13	0%	7%	i	2%	11%	i	11µM*	8%
CCN(CCCNC(=O)c1ccc(N2CCCC2=O)cc1)c1cccc(C)c1	12	?	0%	-35%[inhibitor]	4%	7%	i	3%	-1%
CC(=O)NC1(c2ccccc2)CCN(CC(=O)N2CCC(C)CC2)CC1	-8	13%	3%	-27%	-9%	-14%	i	20%	-1%
O=C(CCN1C(=O)COc2ccccc21)NCCCN1CCCC1	5	1%	-2%	-56%[inhibitor]	-1%	7%	i	0%	0%
CC1=CC(C)(C)NC(=S)N1c1ccc(N(C)C)cc1	5	2%	10%	i	5%	-21%	i	1%	?
COc1ccc(CNC(=O)C2CCCN(S(=O)(=O)c3ccc(F)cc3)C2)cc1 (configuration not stated)	5	-27%	-8%	-14%	2%	·	i	13%	2%
CCOc1ccc(C(=O)COC(=O)Cn2[nH]c(=O)c3ccccc3c2=O)cc1	-15	4%	-7%	-24%	-1%	-9%	i	10%	8%
O=C(/C=C/Nc1ccc(S(=O)(=O)Nc2cnc3ccccc3n2)cc1)c1ccccc1	2	70%[activator]	6%	i	5%	16%	i	-2%	0%
CCOC(=O)C1(Cc2ccccc2C(F)(F)F)CCN(C(C)COC)CC1 (configuration not stated)	?	-29%	-4%	-14%	-5%	13%	i	7%	7%
COc1ccc(-c2nc(C)sc2CC(=O)O)cc1	-13	1%	7%	i	2%	-4%	i	-2%	11%
Cc1ccc(C(=O)NCCCNC(=O)COc2ccc(Cl)cc2)cn1	3	-15%	8%	-4%	0%	-5%	i	10%	-5%
CN(C(=O)CN1CCN(c2ccccc2F)CC1)C1CCCc2ccccc21 (configuration not stated)	-13	?	14%	-18%	-2%	20%	i	-12%	-3%
Cc1cc(NC(=O)COC(=O)c2ccc(NS(=O)(=O)c3ccc(C)c(C)c3)cc2)no1	-13	2%	-2%	i	3%	-13%	i	3%	4%
COc1ccc(NC(=O)NNC(=O)COc2cc(C)c(Cl)c(C)c2)c(OC)c1	10	-11%	-1%	-17%	3%	·	i	13%	-3%
COC(=O)c1ccc(NC(=O)CC2Nc3cc(C)c(C)cc3NC2=O)cc1 (configuration not stated)	·	?	·	-38%[inhibitor]	·	16%	·	3%	7%
CN1CCN(C2=CC3=CC(=C(C#N)C#N)CCC3CC2)CC1 (configuration not stated)	-6	6%	-1%	-1%	-7%	41%	i	-6%	-32%
Cc1ccc(NC(=O)c2cc(S(=O)(=O)N3CCOCC3)ccc2F)c(C)c1	-3	3%	-17%	i	3%	18%	·	-5%	17%
NS(=O)(=O)c1ccc(N=Nc2c(O)[nH]c3ccc(Br)cc23)cc1	?	28%	22%	-8%	-3%	21%	i	-12%	-2%
C=C(C)CSc1nnc(-c2cccc(Cl)c2)n1N	6	5%	-6%	i	-1%	-4%	i	0%	7%

Some of these compounds in order of their number in FUS yeast rescue, highest first:
mol | FUS yeast rescue
CN1CCN(C2=CC3=CC(=C(C#N)C#N)CCC3CC2)CC1 (configuration not stated) | 41%
NS(=O)(=O)c1ccc(N=Nc2c(O)[nH]c3ccc(Br)cc23)cc1 | 21%
Cc1ccc(NC(=O)c2cc(S(=O)(=O)N3CCOCC3)ccc2F)c(C)c1 | 18%
COC(=O)c1ccc(NC(=O)CC2Nc3cc(C)c(C)cc3NC2=O)cc1 (configuration not stated) | 16%
C=C(C)CSc1nnc(-c2cccc(Cl)c2)n1N | -4%
